Assay outcomes deposited in PubChem by The Scripps Research Institute Molecular Screening Center.
LEDGF integ inh: blocks HIV-1 LEDGF/p75-dependent DNA integration. TR-FRET IN-LEDGF/p75 DNA integration, Eu/Cy5. inhibition, % at 3.7 µM. 370,000 tested, 0.64% active. AID 743269;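 active means inhibition above the screen-wide mean plus 3 SD, cut at about 13% in these data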;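 further: signal is the Cy5 over europium emission ratio at 671 and 618 nm; 0% = plate median of compound wells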
Tn7 DDE FP: DD(E)-Tn7 binding inhibition, primary FP screen; 370,000 tested, 0.13% active; inhibition, % at 8.3 µM; FP displacement of FITC-Tn7 peptide from fibrin DD(E); 0% = median of compound wells per plate;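 active means inhibition above the mean of compounds falling within the control limits plus 3 SD of them, cut at about 14% in these data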;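 further: 0% = plate median of compound wells and 100% = 10 µM Aha-Tn7 peptide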
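Assay system: Human fibrin DD(E) protein | Medium: Tris buffer with calcium and detergent, pH 7.8 | Reagent: 0.1 µM fluorescent Tn7 | Compound dosing: Single point at 8.3 µM | Times: 10 min preincubation, 3 h with tracer, room temperature | Detection: Fluorescence polarization of the labelled Tn7 tracer | Controls: Aha-Tn7 high control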
PRMT1 FP inh: inhibitors of human PRMT1. Q99873. recombinant PRMT1, activity-based probe fluorescence polarization. inhibition, % at 2.79 µM. 370,000 tested, 1.3% active;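 active means inhibition above about 21% made by adding two undisclosed values, limit read from the data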
Target sequence (Q99873 whole entry, looked up): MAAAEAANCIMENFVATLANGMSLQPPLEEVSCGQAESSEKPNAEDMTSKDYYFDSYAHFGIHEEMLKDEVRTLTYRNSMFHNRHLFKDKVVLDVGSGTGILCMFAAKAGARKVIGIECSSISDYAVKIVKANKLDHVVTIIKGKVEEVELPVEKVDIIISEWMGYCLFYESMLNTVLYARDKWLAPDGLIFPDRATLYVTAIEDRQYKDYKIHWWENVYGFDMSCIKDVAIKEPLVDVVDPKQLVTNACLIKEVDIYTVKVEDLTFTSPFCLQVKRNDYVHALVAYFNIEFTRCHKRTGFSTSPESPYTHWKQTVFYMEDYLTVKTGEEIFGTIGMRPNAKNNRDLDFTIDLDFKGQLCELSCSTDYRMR
TCR CD3 inh: inhibitors of human TCR-CD3 interaction; 360,000 tested, 0.37% active; inhibition, % at 9.4 µM; TAMRA-labeled TCR probe fluorescence, biochemical; AID 651800; in the data active means inhibition above about 19%;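 further: recombinant mutant TCR 2C K166C tagged with TAMRA read by polarization; 0% = receptor in buffer alone and 100% = receptor with positive control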
ABHD4 inh: ABHD4 (mouse) inhibition, primary FP screen. Q8VD66. purified mABHD4, FP-Rh probe fluorescence polarization. inhibition, % at 8.92 µM. 370,000 tested, 0.54% active. AID 720543;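 active means inhibition exceeding the mean over every tested compound plus 3 SD, cut at about 30% in these data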;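 further: 0% = plate median of compound wells and 100% = S159A mutant with DMSO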
Target sequence (Q8VD66 whole entry, looked up): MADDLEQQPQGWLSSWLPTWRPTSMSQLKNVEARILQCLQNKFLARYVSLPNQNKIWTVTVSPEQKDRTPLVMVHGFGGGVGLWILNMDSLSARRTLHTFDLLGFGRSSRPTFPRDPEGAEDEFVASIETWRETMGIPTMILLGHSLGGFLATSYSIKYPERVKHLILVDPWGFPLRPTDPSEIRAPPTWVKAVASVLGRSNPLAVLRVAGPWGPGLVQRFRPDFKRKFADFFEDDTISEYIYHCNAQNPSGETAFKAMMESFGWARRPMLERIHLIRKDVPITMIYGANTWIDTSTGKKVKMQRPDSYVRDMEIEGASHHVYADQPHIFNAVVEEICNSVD
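system = mouse ABHD4 enzyme, wild type | medium = HEPES pH 7.0, NaCl, Pluronic buffer | also added = FP-Rh probe | incubation = Enzyme–compound pre-incubation 45 min, then probe 60 min, both 25 °C | technique = fluorescence polarization, excitation 525 nm, emission 598 nm, BODIPY TMR filters | controls = S159A mutant high control, sample median low control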
TDP2 inh: blocks human TDP2 phosphodiesterase activity. O95551. recombinant TDP2, T5PNP hydrolysis, p-nitrophenol absorbance 415 nm. inhibition, % at 12.8 µM. 370,000 tested, 0.34% active;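 active means inhibition above the mean of all tested compounds plus 3 SD, set per campaign, cut at about 25% in these data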;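 further: 0% = DMSO with enzyme and 100% = buffer with substrate but no TDP2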
Target sequence (O95551 whole entry, looked up): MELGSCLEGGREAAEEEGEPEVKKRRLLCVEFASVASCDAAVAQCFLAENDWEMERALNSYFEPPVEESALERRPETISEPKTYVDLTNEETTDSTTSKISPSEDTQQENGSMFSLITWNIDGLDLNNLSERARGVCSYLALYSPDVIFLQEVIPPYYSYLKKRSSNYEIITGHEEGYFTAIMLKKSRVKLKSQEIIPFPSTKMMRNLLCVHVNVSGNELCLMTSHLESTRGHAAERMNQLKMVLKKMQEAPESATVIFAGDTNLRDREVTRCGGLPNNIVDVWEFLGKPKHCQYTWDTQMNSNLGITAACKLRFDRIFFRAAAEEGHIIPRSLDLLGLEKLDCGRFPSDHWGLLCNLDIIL
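System: recombinant human TDP2 / Amount: 120 nM TDP2 per well / Also added: 5 mM T5PNP chromogenic substrate / Doses: 12.8 µM single point, 1% DMSO / Incubation: 2 h at 37 °C / Detection: p-Nitrophenol epi absorbance / Evaluation: % inhibition relative to enzyme-containing and enzyme-free wells / Repeats: singlicate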
PG9 binder: PG9 antibody binding by small molecule | TR-FRET gp120-PG9 antibody binding | inhibition, % at 6.7 µM | 360,000 tested, 0.43% active | AID 624416; in the data active means inhibition above about 8.5%
HTRA1 inhibitor: blocks human HTRA1 serine peptidase. recombinant HTRA1, FP-rhodamine activity-based probe, fluorescence polarization. inhibition, % at 5.96 µM. 340,000 tested, 0.5% active. AID 504803; in the data active means inhibition above about 36%;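 further: 0% = enzyme with DMSO and 100% = wells lacking enzyme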
UHRF1 MBD2 ctr: human UHRF1 methylated DNA binding inhibitors | UHRF1 binding to methylated oligo, TR-FRET | inhibition, % at 4.4 µM | 370,000 tested, 0.75% active | Q96T88; in the data active means inhibition above about 21%;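 further: UHRF1 SRA domain binding a hemimethylated CpG hairpin DNA probe; 0% = median of test compound wells and 100% = reference inhibitor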
SIAE primary: inhibitors of human sialic acid acetylesterase SIAE; Q9HAT2; SIAE FP-Rh probe binding, fluorescence polarization; inhibition, % at 9.66 µM; 370,000 tested, 0.69% active;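 active means inhibition above a cutoff: mean of compounds within the control limits plus 3 SD of those, cut at about 17% in these data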;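 further: 0% = plate median of compound wells and 100% = probe without SIAE protein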
Starred values were filed as active, the others as inactive; x = no result given.

1) CC(=O)NC1C(=O)Nc2c1cccc2C(F)(F)F (centres undefined)
2) Cn1c(=O)n(Cc2ccccc2)c(=O)c2c1nc1n2CCCN1CCc1ccccc1
3) COC(=O)CSc1nc(NC(C)=O)nc(C)c1Br
4) CCc1c(-c2cccc(OC)c2)ncn1Cc1cccc(-c2ccccc2)c1
5) COc1ccc(-c2csc(C(C)(NC(C)=O)c3ccccc3)n2)cc1 (centres undefined)
6) CCN(CC)C(=O)N1CCc2ccccc2C1CN1C(=O)c2ccccc2C1=O (centres undefined)
7) CC1CCC(NC(=O)N(CCCl)N=O)CC1 (centres undefined)
8) Cc1ccccc1C1(CCN2CCCCC2)CCOC(C)(C)C1 (centres undefined)

assay / entry,1,2,3,4,5,6,7,8
LEDGF integ inh,-1,-3,-2,2,-2,3,6,0
Tn7 DDE FP,-6,6,8,5,8,-2,-6,3
PRMT1 FP inh,-1,1,2,2,0,4,-6,5
TCR CD3 inh,7,7,3,1,-5,-6,5,1
ABHD4 inh,4,3,-2,0,-5,4,3,2
TDP2 inh,-1,5,0,-6,-7,-5,0,7
PG9 binder,0.1,2.4,1.3,-0.1,-2.8,1.7,-1.5,-0.1
HTRA1 inhibitor,13,-3,0,x,x,-8,3,1
UHRF1 MBD2 ctr,0,19,1,16,1,2,-1,5
SIAE primary,0,3,4,-8,3,-4,-1,1

9) C=CCn1c(Br)nc2c1c(=O)n(C)c(=O)n2C
10) C=C(C)c1cccc(C(C)(C)NC(=O)Nc2nnc(C(C)C)s2)c1
11) CN(C)C(CNC(=O)c1ccc(NS(=O)(=O)c2ccc3[nH]c(=O)[nH]c3c2)cc1)c1ccccc1 (centres undefined)
12) CCNc1nc(N)c(C(=O)C23CC4CC(CC(C4)C2)C3)s1
13) CCOc1cc2nc3c4ccccc4n(C)c3nc2cc1OCC
14) Cc1cc(F)ccc1S(=O)(=O)Nc1nc2ccccc2nc1Cl
15) Cc1ccc(Cn2nnc3c(=O)[nH]c(C4CCCN(C(=O)Nc5ccc(F)cc5F)C4)nc32)cc1 (centres undefined)
16) Cn1c(SCC(=O)Nc2cc([N+](=O)[O-])ccc2F)nnc1C(F)(F)F

assay / entry,9,10,11,12,13,14,15,16
LEDGF integ inh,1,0,4,-2,-3,-2,-3,3
Tn7 DDE FP,2,-3,-6,5,3,3,-1,6
PRMT1 FP inh,1,-4,-6,4,1,0,5,2
TCR CD3 inh,-4,3,2,-5,-2,5,-7,-1
ABHD4 inh,2,-1,-7,-8,2,5,-13,9
TDP2 inh,2,-16,-24,2,6,11,-15,9
PG9 binder,0.4,-1.4,-3.6,-1.8,-2.3,1.6,1.3,1.9
HTRA1 inhibitor,6,-13,-2,7,-2,-6,-24,7
UHRF1 MBD2 ctr,1,-2,5,2,0,-3,4,2
SIAE primary,0,-5,-9,1,-2,-10,-3,-6

17) O=C(CCCN1C(=O)c2ccccc2C1=O)NCc1cccnc1
18) Cc1ccc(Cn2c(CN3CCN(C(=O)c4ccco4)CC3)nc3c2c(=O)n(C)c(=O)n3C)cc1
19) CC1CC(C)(C)CC2(C1)NC(=O)N(CC(=O)NCC(c1ccco1)N1CCCCC1)C2=O (centres undefined)
20) C[C@H](C(=O)O)c1n[nH]c(=O)c2ccccc12
21) CCCc1cc(=O)n2[nH]c(NC(=O)c3ccco3)nc2n1
22) Cc1ccc2c(COC(=O)C34CC5CC(CC(C5)C3)C4)cc(=O)oc2c1
23) CCOc1ccc(S(=O)(=O)Nc2ccc(C(=O)N/N=C(\C)c3ccc(-n4ccnc4)cc3)cc2)cc1
24) COc1ccc(NC(=O)CSc2nc(-c3ccncc3)nn2CC(=O)N2CCCC2)cc1

assay / entry,17,18,19,20,21,22,23,24
LEDGF integ inh,-1,0,-1,0,0,-4,1,-1
Tn7 DDE FP,-8,0,6,-5,-7,0,0,1
PRMT1 FP inh,2,0,-1,0,-5,4,-2,9
TCR CD3 inh,-5,7,8,3,-4,5,-11,-1
ABHD4 inh,5,-1,3,6,-6,4,-68,-9
TDP2 inh,1,-9,-5,0,-20,-1,-15,-5
PG9 binder,-1.5,-0.9,0.9,-0.8,-1.4,-0.3,-0.8,0.3
HTRA1 inhibitor,-6,10,-3,4,-5,1,-52,9
UHRF1 MBD2 ctr,0,-1,-2,1,3,-1,7,4
SIAE primary,-1,0,1,7,-2,-6,-71,-7

Sorted by number of heavy atoms (rising): 5 of the compounds above.
16) Cn1c(SCC(=O)Nc2cc([N+](=O)[O-])ccc2F)nnc1C(F)(F)F
22) Cc1ccc2c(COC(=O)C34CC5CC(CC(C5)C3)C4)cc(=O)oc2c1
6) CCN(CC)C(=O)N1CCc2ccccc2C1CN1C(=O)c2ccccc2C1=O (centres undefined)
24) COc1ccc(NC(=O)CSc2nc(-c3ccncc3)nn2CC(=O)N2CCCC2)cc1
15) Cc1ccc(Cn2nnc3c(=O)[nH]c(C4CCCN(C(=O)Nc5ccc(F)cc5F)C4)nc32)cc1 (centres undefined)

assay / entry,16,22,6,24,15
LEDGF integ inh,3,-4,3,-1,-3
Tn7 DDE FP,6,0,-2,1,-1
PRMT1 FP inh,2,4,4,9,5
TCR CD3 inh,-1,5,-6,-1,-7
ABHD4 inh,9,4,4,-9,-13
TDP2 inh,9,-1,-5,-5,-15
PG9 binder,1.9,-0.3,1.7,0.3,1.3
HTRA1 inhibitor,7,1,-8,9,-24
UHRF1 MBD2 ctr,2,-1,2,4,4
SIAE primary,-6,-6,-4,-7,-3

(list continues)
25) Cc1ccc(-c2csc3nnc(SCC(=O)Nc4cccc(C)n4)n23)cc1
26) NC(=O)CC(NC(=O)c1ccc(Br)cc1)c1ccc(N2CCN(c3ccccn3)CC2)c([N+](=O)[O-])c1 (centres undefined)
27) COc1cccc(NC(=O)CN(c2ccc(C)cc2)S(=O)(=O)c2c(C)nn(C)c2C)c1
28) C=CCNc1nc(-c2sc(NC(=O)CC)nc2C)cs1
29) CCNC(=O)N(C)c1c(CC)nc2ccc(C(=O)N3CCN(C(=O)c4ccco4)CC3)cn12
30) Cn1cnc(C(=O)N2CCN(c3ccccc3)CC2)c1C(=O)N1CCN(c2ccccc2)CC1
31) COc1cccc(-c2nc(CS(=O)(=O)CC(=O)Nc3cc(F)ccc3F)c(C)o2)c1
32) N/C(=N\OC(=O)c1cccs1)c1cccc([N+](=O)[O-])c1

assay / entry,25,26,27,28,29,30,31,32
LEDGF integ inh,2,-1,2,2,1,-1,2,-1
Tn7 DDE FP,-1,1,1,-2,4,-3,1,3
PRMT1 FP inh,4,3,-2,2,-3,2,-4,4
TCR CD3 inh,0,-7,-3,-11,4,1,6,-3
ABHD4 inh,8,-8,-12,-3,3,7,-1,4
TDP2 inh,-8,-10,-21,-5,3,13,5,2
PG9 binder,-2.9,-0.4,-0.6,-2.0,0.1,-1.1,4.3,-0.6
HTRA1 inhibitor,-4,-4,-13,2,x,1,-4,-3
UHRF1 MBD2 ctr,-1,0,5,0,-2,4,-4,0
SIAE primary,-3,-3,-4,1,7,-2,-6,-5

33) NC(=O)c1ccc(NC(=O)COC(=O)/C=C/c2ccc3c(c2)OCO3)cc1
34) Cn1nnnc1SCC(=O)Nc1ccc(Br)cc1Cl
35) Cc1ccc(NC(=O)c2cccs2)cc1S(=O)(=O)Nc1cccc(Cl)c1
36) Cc1nc2nc(NC(=O)c3ccco3)[nH]n2c(=O)c1C
37) COc1cccc(NC(=O)CN(Cc2ccccc2)S(C)(=O)=O)c1
38) COc1ccc(CNC(=O)c2cccc3c2C(=O)N(CC2CCCO2)C3)cc1 (centres undefined)
39) CCC1=Nc2cc(C(=O)NCc3cccnc3)ccc2Sc2ccc(C)cc21
40) Cc1ccc(NC(=O)N2C3CCCC2CC(NC(=O)C(C)(C)C)C3)cc1 (centres undefined)

assay / entry,33,34,35,36,37,38,39,40
LEDGF integ inh,2,5,3,-1,-1,8,-5,1
Tn7 DDE FP,-1,5,-14,9,0,-7,2,-3
PRMT1 FP inh,0,2,1,0,1,-4,4,1
TCR CD3 inh,9,1,5,2,4,-13,-9,-12
ABHD4 inh,-7,0,-175,2,-1,-8,-12,-1
TDP2 inh,16,-9,-19,-12,8,-11,-8,-9
PG9 binder,1.2,2.9,0.8,-1.7,-1.5,0.2,1.4,-1.5
HTRA1 inhibitor,6,0,-117,2,0,2,-30,3
UHRF1 MBD2 ctr,-3,1,7,4,-2,3,-1,3
SIAE primary,-1,2,-96,4,-7,-2,-7,-3

41) COc1ccccc1CNC(=O)C(=O)NCC1OCCN1S(=O)(=O)c1ccc2c(c1)OCCO2 (centres undefined)
42) O=C(c1ccc(=O)[nH]c1)N(Cc1ccco1)C1(C(=O)NC2CCCCC2)CCCCC1
43) O=C(CN1C(=O)NC(Cc2c[nH]c3ccccc23)C1=O)Nc1ccc(Br)cc1F (centres undefined)
44) Cc1ccc2c(c1)nnn2C1CCN(S(=O)(=O)c2ccc(C(=O)NC3CCCC3)cc2)CC1
45) CCOc1ccc2[nH]c3nc(SCC(=O)NCC4CCCO4)nnc3c2c1 (centres undefined)
46) CC(=C\c1ccco1)/C=C(\C#N)C(=O)NCCc1c[nH]c2ccccc12
47) Nc1ccc2nc(-c3ccc(-c4nc5ccc(N)cc5[nH]4)cc3)[nH]c2c1
48) Cc1cc(Br)ccc1NC(=O)CNC(=O)Cn1ncc(Cl)c(Cl)c1=O

assay / entry,41,42,43,44,45,46,47,48
LEDGF integ inh,-3,3,2,1,1,2,-1,0
Tn7 DDE FP,-2,0,-2,4,-6,0,5,0
PRMT1 FP inh,1,-3,-3,1,-4,1,-1,5
TCR CD3 inh,-6,-2,-1,-6,-1,-2,-13,-6
ABHD4 inh,3,-1,-2,4,5,1,-19,5
TDP2 inh,2,-10,8,-6,-5,-7,16,-5
PG9 binder,-0.7,-1.6,-0.8,0.1,-1.3,-1.2,0.8,0.1
HTRA1 inhibitor,1,4,-12,-3,5,-4,x,6
UHRF1 MBD2 ctr,-1,0,-3,1,-7,2,4,2
SIAE primary,-1,7,1,0,-4,8,17*,-8

49) COc1cc(Cl)c(C)cc1NC(=O)CCNC(=O)c1ccco1
50) COc1ccccc1C(=O)CC(=O)c1ccccc1
51) COc1ccc(Nc2nc(C)cc(C)c2C(N)=O)cc1OC
52) Cc1c([N+](=O)[O-])c(N)nn1C
53) Brc1ccc(Nc2c3c(nc4ncnn24)CCC3)cc1
54) CC(=O)c1ccc(NC(=O)CSc2nc(C3CC3)nc3ccccc23)cc1

assay / entry,49,50,51,52,53,54
LEDGF integ inh,-1,1,-5,0,1,0
Tn7 DDE FP,-7,-2,4,-4,-7,2
PRMT1 FP inh,1,-3,2,-1,-1,2
TCR CD3 inh,7,8,6,-5,1,4
ABHD4 inh,-1,-9,1,5,5,-2
TDP2 inh,1,-22,10,7,0,-6
PG9 binder,-0.9,-1.4,-3.3,0.4,-0.9,2.6
HTRA1 inhibitor,-3,4,-1,9,2,-3
UHRF1 MBD2 ctr,0,-1,-1,-1,2,-2
SIAE primary,-3,0,-2,5,2,3
